Screening results deposited in PubChem BioAssay by National Center for Advancing Translational Sciences (NCATS).
TexasRed fluor: counter-screen for TRb-SRC2 inhibitors: fluorescence interference; TRb/SRC2 Texas Red total fluorescence interference; AID 1479; 280,000 compounds, 0.29% hits; Potency, µM (series often up to 106 µM), without a hit: top-dose fluorescence change, negative = quenching; active = well fitted curve in either direction with a large enough effect; inconclusive = small, poorly fitted or top-dose-only effect; note: potency is the fitted concentration of half-maximal effect; % is set by controls: 0 for no effect and ±100 for the full control effect
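Human TRβ ligand-binding domain (0.6 uM) and Texas Red SRC2 peptide (20 nM) in Tris buffer with 1 uM T3 and 5% DMSO were incubated with pinned compound for 5 hr at ambient temperature. Total fluorescence was computed as S + 2P (555/632 nm).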
Tau fibril FP: tau fibrillization inhibition (FP); K18 P301L tau heparin fibrillization, Alexa594 FP, 6 h; Potency, µM (doses to about 57.7 µM), without a hit: at the highest dose activity, negative = inhibition, actives largely listed as inhibitors; 280,000 compounds, 0.39% hits; AID 1468; note: potency is the fitted concentration of half-maximal effect; % is set by controls: 0 for no effect and ±100 for the full control effect; nearly all actives have a fitted effect of over 55% in size
Target sequence (P10636 561-689 P618L limits assumed): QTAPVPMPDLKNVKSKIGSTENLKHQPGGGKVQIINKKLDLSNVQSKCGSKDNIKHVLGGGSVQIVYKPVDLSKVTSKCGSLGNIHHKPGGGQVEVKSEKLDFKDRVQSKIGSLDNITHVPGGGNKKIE
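Quantitative HTS format: compounds meet 15 uM recombinant K18 P301L tau and Alexa 594-tau tracer in 100 mM sodium acetate pH 7; 20 uM heparin triggers fibrillization at 37 C over 6 hr; FP gives the signal.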
NPSR antagonist: neuropeptide S receptor (human) antagonism, cAMP; AID 1461; 220,000 compounds, 1% hits; Potency, µM (series often up to 38.3 µM), inactives show top-dose activity change, negative = inhibition, most hits filed as inhibitors; CHO-NPSR cells, cAMP TR-FRET, antagonist mode; note: potency is the fitted concentration of half-maximal effect; % is set by controls: 0 for no effect and ±100 for the full control effect; nearly all actives have a fitted effect of over 50% in size; many of its hits are not listed in these tables
aGal spleen mod: alpha-galactosidase A (human) modulation | human spleen homogenate, 4MU-alpha-Gal fluorescence, 40 min | 240,000 compounds, 0.008% hits | Potency, µM (doses to about 80 µM), without a hit: at the top dose activity change, negative = inhibition, usual class: inhibitors | AID 2107 | P06280;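 note: potency is the fitted concentration of half-maximal effect; 0% = enzyme with vehicle and -100% = no enzyme basal signal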
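Human spleen homogenate (1 ug) was the enzyme source, with 4-methylumbelliferyl-alpha-D-galactopyranoside (1 mM final) in pH 5.0 citrate buffer with 0.01% Tween-20. Compounds were titrated; after 40 min at 37C, NaOH/glycine stop, 4-MU fluorescence read; AC50 from Hill fits.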
TRb SRC2 PPI: inhibitors of human thyroid hormone receptor beta-SRC2 interaction; P10828; TRbeta-SRC2 peptide binding, fluorescence polarization; receptor liganded with 1 µM T3; Potency, µM (top dose mostly 106 µM), for inactives: at the highest dose activity change, negative = inhibition, hits mostly inhibitors; 280,000 compounds, 0.065% hits; AID 1469;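 note: potency is the fitted concentration of half-maximal effect; plate controls were bound peptide for no effect and peptide without receptor for full effect; nearly all actives have a fitted effect of over 50% in size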
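Binding of a 20-amino-acid Texas Red SRC2 peptide (20 nM) to TRb ligand-binding domain (0.6 uM) with agonist T3 at 1 uM was followed by fluorescence polarization after a 5 hr room-temperature incubation.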
Tau fluor cs: counter-screen for tau fibril formation inhibitors | tau K18 P301L (four-repeat tau fragment) Alexa594 fluorescence, heparin fibrillization | Potency, µM (doses to about 57.7 µM), for inactives: at the highest dose activity change, negative = decrease | 280,000 compounds, 0.93% hits; note: potency is the fitted concentration of half-maximal effect; % is set by controls: 0 for no effect and ±100 for the full control effect; nearly all actives have a fitted effect of over 55% in size
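Human K18 P301L tau (15 uM unlabeled plus 0.24 uM Alexa 594-labeled, final) in 100 mM sodium acetate pH 7 was mixed with compound and 20 uM heparin and incubated 6 hr at 37 C.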
Epigenetic derep: epigenetic control regulation, reporter derepression | murine LDR cells, GFP reporter derepression, 30 h | Potency, µM (series often up to 53.9 µM), for the others: at the top dose GFP activation, most hits filed as activators | 280,000 compounds, 0.2% hits | AID 1865; note: potency is the fitted concentration of half-maximal effect; % of control where 0% means no effect; nearly all actives have a fitted effect of over 60% in size
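Murine LDR cells bearing a silenced CMV-driven GFP reporter were exposed to compound for 30 h at 37 C. After PBS washes, GFP-positive cells (20-120 um objects) counted by laser-scanning microplate cytometry.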
CBFb-RUNX1 inh: inhibitors of human CBF-beta and RUNX1 interaction; Q01196+Q13951; AlphaScreen CBFb-His/RUNX1-biotin binding, biochemical; Potency, µM (highest dose often 59.8 µM), for the others: at the top dose activity, negative = inhibition, usual class: inhibitors; 230,000 tested, under 10 active; AID 1477; note: % of control where 0% means no effect
Target sequence (Q01196 whole entry, looked up): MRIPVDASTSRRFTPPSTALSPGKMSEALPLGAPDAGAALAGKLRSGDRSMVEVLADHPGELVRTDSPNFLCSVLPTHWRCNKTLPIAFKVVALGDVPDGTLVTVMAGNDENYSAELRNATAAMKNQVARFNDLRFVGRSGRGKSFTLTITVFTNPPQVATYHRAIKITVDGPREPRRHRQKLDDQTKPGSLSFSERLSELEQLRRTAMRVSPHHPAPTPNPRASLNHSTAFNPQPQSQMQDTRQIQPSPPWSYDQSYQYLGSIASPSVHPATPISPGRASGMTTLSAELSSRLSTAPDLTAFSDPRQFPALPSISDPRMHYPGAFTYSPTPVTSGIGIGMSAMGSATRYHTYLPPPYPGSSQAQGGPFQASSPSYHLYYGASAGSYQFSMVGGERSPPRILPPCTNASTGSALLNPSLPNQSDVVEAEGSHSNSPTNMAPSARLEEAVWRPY
Target sequence (Q13951 whole entry, looked up): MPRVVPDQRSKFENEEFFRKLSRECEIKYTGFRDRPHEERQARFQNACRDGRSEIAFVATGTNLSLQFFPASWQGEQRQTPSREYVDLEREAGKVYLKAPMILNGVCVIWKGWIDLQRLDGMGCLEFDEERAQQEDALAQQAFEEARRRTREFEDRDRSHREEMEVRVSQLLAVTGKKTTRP
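Read-out: AlphaScreen. Format: His-CBF-beta with biotinylated RUNX1 (30 nM each) preincubated 20 min, compound 15 min, Ni-chelate plus streptavidin beads 90 min; room temperature throughout.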
Active calls of the source: *; ? = inconclusive; . = no result given; & = joins results of further samples; [ ] = remark or other dose. Unless noted, calls come from the whole dose curve; as a rule, active = well fitted curve in the direction sought with a large enough effect; inconclusive = small, poorly fitted or top-dose-only effect, or another doubt; inactive = no such curve, though single readings can be large; an effect the other way counts as inactive or inconclusive.

SMILES,TexasRed fluor,Tau fibril FP,NPSR antagonist,aGal spleen mod,TRb SRC2 PPI,Tau fluor cs,Epigenetic derep,CBFb-RUNX1 inh
Nc1nc2nonc2nc1N1CCCCC1,-2%,0%,2%[46.1 µM],14%,-10%,-2%,0.0%,0%
COc1ccc(NCc2cc3cc4c(cc3n(CC(=O)Nc3ccc(C)cc3C)c2=O)OCO4)cc1,0%,?,.,.,4%,?,0.9%,.
O=C1c2ccccc2C(=O)N1CCC(=O)N1CCCc2ccccc21,0%,-1%,-13%[46.1 µM],0%,0%,0%,-1.0%,1%
Cn1cccc1/C=N/NC(=O)CNc1ccc2ccccc2c1,0%,16%,-14%,-3%,0%,?,2.9%,?
CC(C)C(OC(=O)c1cc2c(s1)CCCCC2)C(=O)NC(N)=O (stereo unspecified),-1%,13%,12%,9%,-4%,1%,-1.0%,-4%
O=C(O)Cc1c[nH]c2cccc(O)c12,?,?,-7%,5%,-2%,?,1.2%,.
Cc1csc(NC(=O)c2cccc(Cn3nc(C)c(Br)c3C)c2)n1,-1%,-1%,-18%[46.1 µM],-22%,4%,-21%,-7.2%,-7%
CCC(C)(C)n1nnnc1C(C(C)C)N(CCCO)Cc1cc2cc(C)ccc2[nH]c1=O (stereo unspecified),0%,8%,-27%[46.1 µM],-8%,1%,-1%,-1.2%,-2%
Cc1scc(C(=O)NNC(=S)NCC2CCCO2)c1-c1ccccc1 (stereo unspecified),-5%,-5%,13%,2%,-2%,-5%,3.2%,4%
Cc1ccc(NC(=O)c2sc(=S)n(-c3cc(C)ccc3F)c2N)cc1,1%,-5%,-7%,-10%,-2%,-10%,2.6%,-17%
CC1CCC(NC(=O)C2c3ccccc3C(=O)N2Cc2cccs2)CC1 (stereo unspecified),-6%,5%,4%,-1%,1%,-7%,-3.2%,12%
CCc1ccc(C(=O)NN(C(=O)c2ccc(CC)cc2)C(C)(C)C)cc1,-2%,8%,-25%,6%,7%,7%,-1.3%,9%
S=C(NCCc1ccccc1)N/N=C/c1cccc(Cl)c1Cl,-2%,?,1%[46.1 µM],-10%,-2%,-27%,0.0%,1%
Cc1ccc(NC(=O)Cn2c(=O)cc(-c3ccccc3)c3c(C)nn(C)c32)c(Cl)c1,-1%,0%,.,.,-2%,0%,1.5%,.
O=c1oc2ccccc2nc1/C=C(\O)c1ccccc1,1%,-7%,2%,-3%,0%,-9%,?,2%
Cc1cc(C)cc(OCC(=O)Nc2cccc(-c3nc4ncccc4o3)c2)c1,1%,-7%,?,6%,0%,-21%,7.5%,2%
Cc1ccccc1/C=C(\C#N)c1nc(-c2ccc(Cl)cc2)cs1,2%,-14%,.,.,-3%,-29%,0.0%,.
CC1=CCC2([N+](=O)[O-])CN(CC(=O)O)CC1([N+](=O)[O-])C2 (stereo unspecified),-1%,-1%,22%,30%,4%,-4%,0.9%,8%
CCCOc1ccc(C(=O)Nc2nonc2-c2ccc(OCC)cc2)cc1,-1%,-13%,.,.,-4%,0%,2.4%,.
O=C(CCl)NN1C(=O)NC2(CCCCC2)C1=O,-2%,3%,12%,4%,2%,6%,-0.1%,3%
O=C(N/N=C/c1cn(-c2cccs2)nc1-c1ccccc1)c1ccccc1Br,0%,?,-33%,10%,-16%,?,0.0%,-10%
Cc1ccc(NC(=O)CCC(=O)N2CCSc3ccccc32)cc1,1%,-4%,.,.,0%,-11%,1.0%,.
COCCCNC(=O)/C(C#N)=C/c1ccc(OCC(=O)O)c(OC)c1,-2%,3%,7%,-2%,0%,-16%,-0.6%,14%
Cc1cccc(Cc2cnc(NC(=O)C3Cc4ccc(C)cc4C(=O)O3)s2)c1 (stereo unspecified),-3%,-3%,.,.,8%,9%,3.0%,.
NS(=O)(=O)c1cc2c(cc1Cl)N[C@@H]([C@@H]1C[C@@H]3C=C[C@H]1C3)NS2(=O)=O,0%,-1%,.,-11%,-5%,-4%,1.0%,-4%[21.7 µM]

The list goes on, overlapping the part above by 2 compounds.
SMILES,TexasRed fluor,Tau fibril FP,NPSR antagonist,aGal spleen mod,TRb SRC2 PPI,Tau fluor cs,Epigenetic derep,CBFb-RUNX1 inh
Cc1cccc(Cc2cnc(NC(=O)C3Cc4ccc(C)cc4C(=O)O3)s2)c1 (stereo unspecified),-3%,-3%,.,.,8%,9%,3.0%,.
NS(=O)(=O)c1cc2c(cc1Cl)N[C@@H]([C@@H]1C[C@@H]3C=C[C@H]1C3)NS2(=O)=O,0%,-1%,.,-11%,-5%,-4%,1.0%,-4%[21.7 µM]
COc1cc(NC(=O)C/C(C)=N/NC(=O)c2cccs2)c(OC)cc1Cl,0%,0%,-19%,-5%,-1%,-12%,4.8%,-7%
COc1cnn(-c2ccc(Br)cc2)c(=O)c1SCc1ccccc1,-3%,-1%,-41%,6%,-3%,-27%,0.0%,-2%
Cc1ccc(CNC(=O)c2sc3nc[nH]c(=O)c3c2C)cc1,?,-4%,.,.,-15%,-2%,0.0%,.
CCOC(=O)c1c(C)[nH]c(C(=O)CSc2ccc(Cl)cc2)c1C,3%,-17%,-4%[46.1 µM],1%,1%,-23%,-1.0%,5%
N#CC1=C(SCc2ccccc2)NC2=C(C(=O)CCC2)C1c1ccc2c(c1)OCO2 (stereo unspecified),2%,5%,-30%[46.1 µM],7%,13%,?,-1.0%,-7%
O=C(CNC(=O)c1ccc(F)cc1)Nc1ccccc1C(F)(F)F,-1%,0%,14%,2%,3%,-13%,-2.4%,-2%
CC(C)(C)OC(=O)N[C@@H](Cc1ccccc1)C(=O)N1CCC(C(=O)O)CC1,1%,9%,5%[46.1 µM],-9%,-4%,8%,0.0%,4%
Cc1nc2ccc(S(=O)(=O)N(C)CC(=O)Nc3ccc(Br)c(C)c3)cc2s1,-1%,?,.,.,1%,-16%,1.3%,.
Cc1cc2cc(C)c(NCCNC(=O)c3ccccc3)nc2cc1C,1%,1%,-19%,-2%,-3%,-12%,-1.1%,-4%
CNC(=S)N(CCc1c(C)[nH]c2ccccc12)Cc1cc(OC)c(OC)c(OC)c1,0%,3%,-14%,3%,4%,?,0.6%,6%[2.36 µM]
O=C(/C=C/c1ccc2c(c1)OCO2)c1ccco1,-1%,7%,8%[46.1 µM],-9%,2%,-1%,4.6%,-4%
CCn1cc(-c2cc(C(=O)O)c3ccccc3n2)cn1,-1%,?,14%,-1%,2%,-9%,0.0%,0%
Cn1c(N2CCN(C(=O)NCc3ccccc3)CC2)nc2ccccc21,-3%,4%,-12%[46.1 µM],9%,-6%,3%,-1.8%,2%
CCCCCCOc1ccc(N2C(=O)CC(SC(=NCC)NCC)C2=O)cc1 (stereo unspecified),0%,-11%,6%,-6%,4%,-11%,6.6%,9%
CCCn1c2ccccc2c2cnn(CC(=O)NCCc3cc(OC)ccc3OC)c(=O)c21,9%,2%,.,.,7%,-14%,-0.4%,.
CCC(Sc1nc2ccccc2c(=O)[nH]1)C(=O)O (stereo unspecified),-1%,4%,8%[46.1 µM],4%,-8%,1%,0.0%,1%
COc1ccc(NC(=O)/C(C#N)=C/c2ccc(Br)o2)cc1,-13%,-2%,-8%[46.1 µM],-2%,-5%,-16%,0.5%,?
Cc1nc2ccc(S(=O)(=O)NCC(=O)N3CCCC(C)C3)cc2s1 (stereo unspecified),5%,-4%,-4%[46.1 µM],4%,5%,-8%,-0.9%,-1%
COc1ccccc1CNC(=O)CN1C(=O)CSc2ccc(S(=O)(=O)N3CCCC3)cc21,1%&-1%,2%&6%,-6%,7%,5%&-1%,-13%&-2%,0.7%&-1.4%,-2%
O=C(Cc1cccc2ccccc12)Nc1ccc2c(c1)C(=O)NC2=O,-1%,-7%,-9%,-3%,5%,-20%,-4.6%,-5%
CC(C)Cn1c(CN(C)Cc2ccccc2)nc2c1c(=O)n(C)c(=O)n2C,-3%,-1%,-8%[46.1 µM],5%,-2%,1%,1.3%,7%
O=C(CN(c1ccccc1)S(=O)(=O)c1ccccc1)NCCSc1ccccn1,-5%,10%,-2%,13%,1%,-10%,-1.1%,11%
OC(COc1ccccc1)Cn1c2ccccc2c2ccccc21 (stereo unspecified),1%,?,-36%,-1%,4%,?,-0.9%,-13%
C=CCOC(=O)C1=C(C)N=c2s/c(=C3\C(=O)N(CC(=O)O)c4ccccc43)c(=O)n2C1c1ccc(OC)cc1 (stereo unspecified),-1%,?,15%,3%,0%,-11%,-1.2%,-18%
N#C/C(=C/c1ccco1)c1nc2ccccc2s1,0%,1%,-1%,6%,-8%,2%,0.0%,-10%
CN(C)/C=N/C(=S)Nc1ccc(F)cc1,0%,6%,-14%[46.1 µM],0%,-1%,3%,-1.8%,1%
Cc1nc2sc(C(N)=O)c(N)c2c(-c2ccc(Br)cc2)c1C(=O)Nc1ccc(Cl)cc1,0%,?,.,.,-7%,?,-1.3%,.
CCCOC(=O)c1ccc(Cl)c(NC(=O)c2ccc(-c3ccccc3)cc2)c1,.,4%,4%[46.1 µM],1%,.,2%,5.9%,2%
CCc1cccc2c(C(=O)CSc3nncn3C)c[nH]c12,1%,5%,-5%,-1%,6%,0%,-2.6%,1%
C=C(C)C1CC=C(CN2CCC(O)CC2)CC1 (stereo unspecified),-2%,-5%,-4%[46.1 µM],5%,1%,-18%,1.6%,5%
CC(c1ccc(Cl)cc1)n1c(-c2ccc3ccccc3n2)n[nH]c1=S (stereo unspecified),-3%,?,?,-4%,11%,?,-1.2%,-2%
Cc1cc(C)c(NS(=O)(=O)c2ccc(NC(=O)/C=C/C(=O)O)cc2)c(C)c1,2%,0%,20%,6%,11%,-6%,-1.0%,-11%

The list is partial; rates above refer to the full screens.
